Screening results from PubChem BioAssay.
TCR act = activates T cell receptor signaling; primary human leukocytes, anti-CD3, IL-2 HTRF, 48 h; Potency, µM (doses to about 9.22 µM), without a hit: at the top dose activation of IL-2 secretion, usual class: activators; 330,000 tested, under 10 active; note: % of control where 0% means no effect
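48 hr co-incubation of compounds, a-CD3 beads and primary human leukocytes; IL-2 quantified homogeneously by HTRF with anti-IL-2 K and d2 conjugates.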
uPA generation = blocks generation of uPA at the cell surface; cell surface uPA generation assay, qHTS; 0.31% of 330,000 active; AID 540303; Potency, µM (highest dose often 38.3 µM), for inactives: top-dose activity change, negative = inhibition, most hits filed as inhibitors; active = well fitted inhibition curve with a large enough effect; inconclusive = small, poorly fitted or top-dose-only effect; inactive = no such curve, though single readings can be large or run the other way; tested in mouse RAW 264.7 cells; note: potency is the fitted concentration of half-maximal effect; % is set by controls: 0 for no effect and ±100 for the full control effect; nearly all actives have a fitted effect of over 55% in size
TSG101-PTAP inh = blocks PTAP/TSG101 interaction to inhibit HIV-1 budding; Fluorescence polarization, FITC-PTAP peptide / Tsg101 binding; 340,000 tested, under 10 active; Potency, µM (titrated, usually from 115 µM), without a hit: at the highest dose activity change, negative = inhibition, most hits filed as inhibitors; Q99816; active = well fitted inhibition curve with a large enough effect in the main read-out, with a control signal flat, not every such curve was filed as active; inconclusive = small, poorly fitted or top-dose-only effect, or effect the other way, or a change in a side signal; inactive = no such curve, though single readings can be large or run the other way; note: potency is the fitted concentration of half-maximal effect; % of control where 0% means no effect
Target sequence (Q99816 whole entry, looked up): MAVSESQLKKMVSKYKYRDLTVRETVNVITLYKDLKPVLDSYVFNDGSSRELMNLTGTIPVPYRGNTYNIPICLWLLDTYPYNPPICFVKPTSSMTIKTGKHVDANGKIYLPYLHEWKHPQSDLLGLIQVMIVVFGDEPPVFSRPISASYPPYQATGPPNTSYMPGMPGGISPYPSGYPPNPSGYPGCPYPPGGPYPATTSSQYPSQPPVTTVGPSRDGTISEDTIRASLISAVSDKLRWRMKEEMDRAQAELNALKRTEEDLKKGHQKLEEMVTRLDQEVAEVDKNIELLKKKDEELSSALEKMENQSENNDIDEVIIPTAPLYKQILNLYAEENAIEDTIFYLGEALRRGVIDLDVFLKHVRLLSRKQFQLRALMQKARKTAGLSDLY
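FP read-out: FITC-PTAP peptide, 50 nM final, binding Tsg101 binding domain, 10 uM final; 20 min, r.t.; 10 mM HEPES pH 7.5, 0.15 M NaCl, 0.01% Tween 20, 3 mM EDTA, 0.1 mM TCEP.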
Mito fusion yeast = blocks mitochondrial division or promotes mitochondrial fusion | S. cerevisiae fusion-defective mutant growth rescue, CellTiterGlo 48 h | Potency, µM (highest dose often 46.1 µM), inactives show at the highest dose growth rescue (activation), actives largely listed as activators | 0.23% of 320,000 active;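 note: potency is the fitted concentration of half-maximal effect; % of control where 0% means no effect; nearly all actives have a fitted effect of over 45% in size; temperature-sensitive fusion mutants such as fzo1-1 at 37 °C on non-fermentable ethanol glycerol medium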
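S. cerevisiae fusion-defective temperature-sensitive mutants (e.g. fzo1-1, mgm1-5) grown 48 h at 37C in YPEG (ethanol/glycerol non-fermentable) medium with 23 nl compound per well; growth rescue read as CellTiterGlo luminescence.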
Numbers without * were called inactive; ? = inconclusive; . = no result given. Unless noted, calls come from the whole dose curve; as a rule, active = well fitted curve in the direction sought with a large enough effect; inconclusive = small, poorly fitted or top-dose-only effect, or another doubt; inactive = no such curve, though single readings can be large; an effect the other way counts as inactive or inconclusive.

Results follow in this order: TCR act	uPA generation	TSG101-PTAP inh	Mito fusion yeast
[1] CN1C(=O)C2C[C@@]3(Br)c4ccccc4N(OOSc4ccccc4)[C@H]3N2C(=O)[C@@H]1Cc1ccccc1 (stereo partly drawn)
  -1%	30%	-3%	.
[2] O=C(NN=Cc1ccc(N(CCCl)CCCl)cc1Cl)c1cccnc1
  -2%	-5%	-8%	.
[3] Oc1ccc(CCN2CCCCC2)cc1
  -2%	0%	-1%	.
[4] c1ccc(CCc2ccc3n2Cc2cnnn2-c2ccccc2-3)cc1
  2%	0%	-15%	.
[5] COc1ccc2c(c1)C(NC(C)=O)CCc1cc(OC)c(OC)c(OC)c1-2 (stereo not drawn)
  5%	-10%	-1%	.
[6] CN1C2CCC1CC(OC(=O)c1cccc(O)c1)C2 (stereo not drawn)
  -3%	5%	-3%	.
[7] C=CC12CN(C)[C@@H]3C4CO[C@H](C[C@H]41)[C@]1(C(=O)Nc4ccccc41)[C@@H]32 (stereo partly drawn)
  -1%	-2%	-1%	.
[8] Cc1nc2ccccc2c(=O)n1/N=C/c1cc(Br)cc(Br)c1O
  7%	-6%	2%	.
[9] CN(C)CC(C(=O)Cc1ccccc1)c1ccccc1 (stereo not drawn)
  -2%	?	-4%	.
[10] CC1=C(C)CC2(C(=O)NC(=O)NC2=O)C(C)C1 (stereo not drawn)
  -4%	7%	0%	.
[11] CC(=O)N1Cc2cnnn2-c2ccccc2C1C#N (stereo not drawn)
  -2%	-3%	-1%	.
[12] COC(=O)C1=C(c2cc3ccccc3s2)C[C@@H]2CC[C@H]1N2C(=O)NCCNC(C)=O
  4%	4%	0%	.
[13] C[N+](C)(C)CC1CCCC1=O (stereo not drawn)
  -11%	7%	-3%	.
[14] CN(CCOc1ccc(Cl)cc1)C(=O)c1cccc(S(=O)(=O)N2CCN(c3ccccc3)CC2)c1
  6%	?	-2%	.
[15] C1=NCCc2c1[nH]c1ccccc21
  -2%	-4%	-3%	.
[16] NP(=O)(OCC(F)(F)F)Oc1ccccc1 (stereo not drawn)
  -8%	-1%	-11%	.
[17] ClCCN(CCCl)c1ccc(C=Cc2ccncn2)cc1
  2%	-9%	2%	.
[18] O=C(NCCc1ccccc1)[C@@H]1CC=C[C@@H]2CCN(Cc3ccc(Cl)c(Cl)c3)C(=O)[C@@H]21
  2%	?	-7%	.
[19] CCC1(CCO)C(=O)NC(=S)NC1=O
  -1%	-5%	-4%	.
[20] CC(C)CC1(CCc2ccccc2)C(=O)NC(=O)NC1=O
  -1%	1%	0%	.
[21] CC(=O)N1Cc2cnnn2-c2ccccc2C1(C)C#N (stereo not drawn)
  -2%	-5%	-1%	.
[22] COC1C(C)OC(OC2CC(C)(O)Cc3cc4c(c(O)c32)C(=O)c2c(O)cc3c(c2C4=O)OC2OC3(C)C(O)C(N(C)C)C2O)C(OC)C1(C)OC (stereo not drawn)
  -1%	-14%	?	.
[23] COc1ccc(C=C2C(=O)NC(=S)NC2=O)cc1
  -28%	10%	-3%	.
[24] N#C/C(=C\c1ccc(O)cc1)C(=O)O (tested in a mixture with another compound)
  -13%	-2%	-5%	.
[25] Cc1ccc2c(C)cccc2c1
  12%	18%	0%	.
[26] CC1CCCN1CCC(C(N)=O)(c1ccccc1)c1ccccc1 (stereo not drawn)
  6%	4%	-2%	.
[27] Cc1nc2cc([N+](=O)[O-])ccc2c(=O)n1-c1cccc(Br)c1
  15%	-10%	-2%	.
[28] O=C1C(=O)N(c2ccccc2)P(=O)(N(CCCl)CCCl)N1c1ccccc1
  -1%	-5%	-3%	.
[29] COC(=O)C(C)Oc1cc(C)cc2oc(=O)c3c(c12)CCCC3 (stereo not drawn)
  2%	-8%	-9%	13%
[30] CCC1(c2ccccc2)C(=O)N(C)C(=O)N(C)C1=O
  1%	11%	-8%	5%
[31] O=C(NCc1cccnc1)NC1CCCCC1
  8%	3%	2%	0%

Profiles from above. Screens in order: TCR act	uPA generation	TSG101-PTAP inh	Mito fusion yeast
Record of `CC(=O)N1Cc2cnnn2-c2ccccc2C1(C)C#N` (stereo not drawn) → -2%	-5%	-1%	.
Record of `NP(=O)(OCC(F)(F)F)Oc1ccccc1` (stereo not drawn) → -8%	-1%	-11%	.

From entry 15 as far as 31, copied from above:
Results follow in this order: TCR act	uPA generation	TSG101-PTAP inh	Mito fusion yeast
[15] C1=NCCc2c1[nH]c1ccccc21
  -2%	-4%	-3%	.
[16] NP(=O)(OCC(F)(F)F)Oc1ccccc1 (stereo not drawn)
  -8%	-1%	-11%	.
[17] ClCCN(CCCl)c1ccc(C=Cc2ccncn2)cc1
  2%	-9%	2%	.
[18] O=C(NCCc1ccccc1)[C@@H]1CC=C[C@@H]2CCN(Cc3ccc(Cl)c(Cl)c3)C(=O)[C@@H]21
  2%	?	-7%	.
[19] CCC1(CCO)C(=O)NC(=S)NC1=O
  -1%	-5%	-4%	.
[20] CC(C)CC1(CCc2ccccc2)C(=O)NC(=O)NC1=O
  -1%	1%	0%	.
[21] CC(=O)N1Cc2cnnn2-c2ccccc2C1(C)C#N (stereo not drawn)
  -2%	-5%	-1%	.
[22] COC1C(C)OC(OC2CC(C)(O)Cc3cc4c(c(O)c32)C(=O)c2c(O)cc3c(c2C4=O)OC2OC3(C)C(O)C(N(C)C)C2O)C(OC)C1(C)OC (stereo not drawn)
  -1%	-14%	?	.
[23] COc1ccc(C=C2C(=O)NC(=S)NC2=O)cc1
  -28%	10%	-3%	.
[24] N#C/C(=C\c1ccc(O)cc1)C(=O)O (tested in a mixture with another compound)
  -13%	-2%	-5%	.
[25] Cc1ccc2c(C)cccc2c1
  12%	18%	0%	.
[26] CC1CCCN1CCC(C(N)=O)(c1ccccc1)c1ccccc1 (stereo not drawn)
  6%	4%	-2%	.
[27] Cc1nc2cc([N+](=O)[O-])ccc2c(=O)n1-c1cccc(Br)c1
  15%	-10%	-2%	.
[28] O=C1C(=O)N(c2ccccc2)P(=O)(N(CCCl)CCCl)N1c1ccccc1
  -1%	-5%	-3%	.
[29] COC(=O)C(C)Oc1cc(C)cc2oc(=O)c3c(c12)CCCC3 (stereo not drawn)
  2%	-8%	-9%	13%
[30] CCC1(c2ccccc2)C(=O)N(C)C(=O)N(C)C1=O
  1%	11%	-8%	5%
[31] O=C(NCc1cccnc1)NC1CCCCC1
  8%	3%	2%	0%

A portion of the library; count on the stated rates, not on these rows.
